# High-throughput results deposited in PubChem BioAssay by University of Kansas High Throughput Screening Laboratory.
# mHTT-CaM PPI inh: inhibitors of human mutant huntingtin-calmodulin interaction; 3.6% of 190,000 active; inhibition, % at 15 µM; AlphaScreen His-mHTT/GST-CaM binding, luminescence;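 note: 0% = both proteins with DMSO and 100% = one protein alone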
# Target sequence (P42858 whole entry, looked up, stated change not applied): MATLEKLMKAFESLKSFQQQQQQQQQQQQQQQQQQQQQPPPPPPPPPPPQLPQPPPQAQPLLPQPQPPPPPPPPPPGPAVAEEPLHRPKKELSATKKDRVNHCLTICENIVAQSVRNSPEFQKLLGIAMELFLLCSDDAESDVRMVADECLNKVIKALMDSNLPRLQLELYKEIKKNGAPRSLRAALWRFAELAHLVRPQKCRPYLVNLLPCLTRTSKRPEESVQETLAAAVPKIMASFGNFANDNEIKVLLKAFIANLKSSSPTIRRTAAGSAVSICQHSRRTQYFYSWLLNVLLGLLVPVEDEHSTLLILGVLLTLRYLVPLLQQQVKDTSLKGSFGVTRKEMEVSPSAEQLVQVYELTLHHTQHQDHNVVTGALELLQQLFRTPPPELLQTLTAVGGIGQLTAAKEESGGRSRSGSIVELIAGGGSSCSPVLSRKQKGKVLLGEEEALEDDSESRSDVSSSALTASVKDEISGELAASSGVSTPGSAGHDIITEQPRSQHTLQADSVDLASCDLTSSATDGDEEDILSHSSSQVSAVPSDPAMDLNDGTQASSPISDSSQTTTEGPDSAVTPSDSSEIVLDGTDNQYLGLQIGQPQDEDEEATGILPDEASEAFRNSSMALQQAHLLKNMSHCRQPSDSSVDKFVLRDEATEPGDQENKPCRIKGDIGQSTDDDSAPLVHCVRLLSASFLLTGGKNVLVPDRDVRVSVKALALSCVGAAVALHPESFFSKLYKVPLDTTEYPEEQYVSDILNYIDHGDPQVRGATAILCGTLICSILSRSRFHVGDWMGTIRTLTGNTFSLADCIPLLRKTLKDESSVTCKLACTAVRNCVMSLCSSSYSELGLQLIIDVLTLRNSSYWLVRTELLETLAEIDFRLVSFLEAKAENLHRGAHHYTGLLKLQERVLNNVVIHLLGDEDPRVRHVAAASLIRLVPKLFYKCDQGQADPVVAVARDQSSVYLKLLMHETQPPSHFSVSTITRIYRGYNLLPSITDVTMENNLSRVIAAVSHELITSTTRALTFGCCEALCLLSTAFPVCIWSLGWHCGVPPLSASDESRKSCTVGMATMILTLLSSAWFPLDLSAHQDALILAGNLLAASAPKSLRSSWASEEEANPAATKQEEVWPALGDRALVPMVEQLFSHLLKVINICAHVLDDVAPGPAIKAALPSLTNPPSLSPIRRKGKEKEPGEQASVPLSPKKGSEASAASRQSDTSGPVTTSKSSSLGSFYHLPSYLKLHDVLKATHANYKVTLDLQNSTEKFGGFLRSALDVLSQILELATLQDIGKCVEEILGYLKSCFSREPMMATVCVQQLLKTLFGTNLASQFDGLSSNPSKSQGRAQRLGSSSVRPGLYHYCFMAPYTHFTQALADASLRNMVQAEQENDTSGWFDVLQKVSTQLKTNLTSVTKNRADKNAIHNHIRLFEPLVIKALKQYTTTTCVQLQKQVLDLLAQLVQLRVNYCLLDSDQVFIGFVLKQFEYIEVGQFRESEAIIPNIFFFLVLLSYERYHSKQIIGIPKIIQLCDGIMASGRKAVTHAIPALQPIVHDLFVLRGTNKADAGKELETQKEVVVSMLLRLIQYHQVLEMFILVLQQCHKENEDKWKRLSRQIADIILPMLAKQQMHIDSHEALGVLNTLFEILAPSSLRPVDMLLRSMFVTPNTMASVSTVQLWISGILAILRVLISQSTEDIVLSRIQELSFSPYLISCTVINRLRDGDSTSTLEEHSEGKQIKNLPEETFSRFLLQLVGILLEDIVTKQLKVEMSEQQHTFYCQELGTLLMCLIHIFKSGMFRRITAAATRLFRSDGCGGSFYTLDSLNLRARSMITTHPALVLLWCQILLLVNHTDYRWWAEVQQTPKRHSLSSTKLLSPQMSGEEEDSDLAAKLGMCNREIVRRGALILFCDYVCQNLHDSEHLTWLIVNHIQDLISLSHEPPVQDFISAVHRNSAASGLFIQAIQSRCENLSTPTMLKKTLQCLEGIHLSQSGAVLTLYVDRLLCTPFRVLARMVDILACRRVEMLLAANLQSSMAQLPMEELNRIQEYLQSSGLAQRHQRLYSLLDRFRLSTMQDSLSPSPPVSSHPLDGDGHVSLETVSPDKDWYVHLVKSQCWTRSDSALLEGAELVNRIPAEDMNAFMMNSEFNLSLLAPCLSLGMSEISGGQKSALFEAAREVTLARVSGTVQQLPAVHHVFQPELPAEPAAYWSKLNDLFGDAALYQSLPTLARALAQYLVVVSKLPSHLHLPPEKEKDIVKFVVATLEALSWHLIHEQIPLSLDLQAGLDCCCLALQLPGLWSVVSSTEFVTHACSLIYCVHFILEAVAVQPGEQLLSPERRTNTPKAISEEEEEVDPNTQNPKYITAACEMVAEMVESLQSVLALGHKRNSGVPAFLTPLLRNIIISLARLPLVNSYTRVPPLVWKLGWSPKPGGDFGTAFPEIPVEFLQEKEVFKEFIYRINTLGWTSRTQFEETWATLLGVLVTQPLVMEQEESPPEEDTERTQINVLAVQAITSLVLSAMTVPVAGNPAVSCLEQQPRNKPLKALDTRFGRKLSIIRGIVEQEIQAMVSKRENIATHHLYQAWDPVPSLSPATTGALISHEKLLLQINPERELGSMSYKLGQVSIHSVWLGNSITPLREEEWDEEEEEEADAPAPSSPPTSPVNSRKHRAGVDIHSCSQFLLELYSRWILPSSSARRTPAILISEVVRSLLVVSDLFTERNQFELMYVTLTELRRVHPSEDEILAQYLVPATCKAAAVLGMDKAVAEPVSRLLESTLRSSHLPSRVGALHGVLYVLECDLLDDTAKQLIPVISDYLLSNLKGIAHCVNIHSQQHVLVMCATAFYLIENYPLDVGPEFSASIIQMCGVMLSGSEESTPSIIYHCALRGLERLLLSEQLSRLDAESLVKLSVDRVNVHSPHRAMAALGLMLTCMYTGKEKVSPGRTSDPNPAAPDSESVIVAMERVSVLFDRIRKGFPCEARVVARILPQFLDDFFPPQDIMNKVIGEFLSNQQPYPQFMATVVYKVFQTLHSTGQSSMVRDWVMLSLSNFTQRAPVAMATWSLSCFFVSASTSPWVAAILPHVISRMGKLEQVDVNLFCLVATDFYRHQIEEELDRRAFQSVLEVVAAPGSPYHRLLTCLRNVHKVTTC
# Pf apPOL inh: Pf-apPOL DNA polymerase inhibition; inhibition, % at 10 µM; Recombinant Pf-apPOL, molecular beacon fluorescence, 1.5 h; 0.25% of 210,000 active
# Numbers without * were called inactive; . = not tested or not shown; & = joins results of further samples. Cut-off read from the data, not from the text of the source: active = inhibition above about 50%; inactive = the rest. These rows are one share of the data; count on the stated rates, not on these rows.
Structure	Pf apPOL inh	mHTT-CaM PPI inh
OC(COCc1ccccc1)CN1CCOCC1 (configuration not stated)	-3	-2
O=C(NCC1CCCO1)c1nn2c(c1Cl)NC(c1cccs1)CC2C(F)(F)F (configuration not stated)	22	6
CN(Cc1ccccc1)C(=O)c1ccc(-c2cccnc2)nc1	-3	2
CCOc1ccc(S(=O)(=O)NCc2ccc(Cl)cc2)c2cccnc12	-1	21
c1ccc(Nc2nc3c(s2)CCc2ccccc2-3)cc1	-10	48
Cc1cc(C)n(-c2ccnc(N3CCCC3)n2)n1	-11	-9
COc1ccccc1-c1cc(C(F)(F)F)nc(NC2CCCC2)n1	-1	-137
COc1ccccc1CCC(=O)N1CCCn2nc(-c3ccc(C)cc3)cc2C1	-4	35
CCN(Cc1ccccc1)C(=O)c1ccccc1Cl	9	-8
Cc1cc(OCC(=O)Nc2cccc(Cl)c2C)nc(N2CCCC2)n1	-4	4
NNC(=O)C1CCN(Cc2cccnc2)CC1	-5	.
CCCNC(=O)c1nc2ncc(Br)cn2n1	-5	0
O=C(c1cccc(C(F)(F)F)c1)N1CCC(c2nc(-c3ccc(Cl)cc3)no2)CC1	-4	.
COc1ccc(-c2noc(-c3ccc(C)cc3)n2)cc1	0	-14
Cc1ccccc1-c1nc2scc(CCNC(=O)C(=O)Nc3ccc(C(N)=O)cc3)n2n1	-9	-13
COc1ccc(C)cc1-n1c(C)nc2cc(C(=O)O)ccc21	4	-4
COc1ccc(CCNC(=O)c2cccc(Oc3ncccn3)c2)cc1OC	0	-14
O=C(NCc1ccco1)c1ccccc1N(Cc1ccccc1)S(=O)(=O)c1ccccc1	-2	10
COc1cccc(C2CC(c3ccccc3OC)n3ncnc3N2)c1 (configuration not stated)	17	-5
Cc1cc(F)ccc1NC(=O)c1cccnc1N1CCNC(c2ccccc2)C1 (configuration not stated)	-2	19
O=C(O)C1CCN(c2nc(-c3ccc(F)cc3)cs2)CC1	-7	-1
CCc1ccc(-c2cn3ccn(-c4cccc(OC)c4)c(=O)c3n2)cc1	-4	8
O=C(NCc1cccnc1)c1cccc(C2CCCN(C(=O)Nc3ccc(Cl)cc3)C2)c1 (configuration not stated)	-1	2
O=C1Nc2c(Cl)cccc2C1=Nc1ccccc1Cl	7	5
CC1C(=O)N(c2ccc(Cl)cc2)CCN1C(=O)CCc1ccccc1 (configuration not stated)	0	2
CC(C)NC(=O)c1ccccc1OCC1CCN(C(=O)CC2CCCCC2)CC1	8	10
O=C(Nc1ccc(S(=O)(=O)Nc2nccs2)cc1)c1cc2ccccc2c(=O)o1	-12	-3
Cc1cccc(-n2nc3c(c2NC(=O)c2ccccc2Cl)CS(=O)(=O)C3)c1C	-3	7
O=C1OC(c2ccccc2F)=N/C1=C/c1cccc(Cl)c1Cl	-2	0
CC1c2cc(S(=O)(=O)N3CCOCC3)ccc2OC1C(=O)O (configuration not stated)	-6	1

# Continued; the last 2 above are carried over.
Structure	Pf apPOL inh	mHTT-CaM PPI inh
O=C1OC(c2ccccc2F)=N/C1=C/c1cccc(Cl)c1Cl	-2	0
CC1c2cc(S(=O)(=O)N3CCOCC3)ccc2OC1C(=O)O (configuration not stated)	-6	1
O=C(NCC1CC(=O)N(c2ccc3c(c2)OCO3)C1)Nc1ccccc1C(F)(F)F (configuration not stated)	-1	-7
CCNc1cc(N2CCCC(CCC(=O)NCCOC)C2)ncn1 (configuration not stated)	-4	-1
CCCCSc1nnc2n(C)c(=O)c3sccc3n12	-1	-2
CC(=O)Nc1ccc(Br)cc1C(=O)C(=O)Nc1ccc2c(c1)OCO2	-5	.
O=C(Nc1ccc(N2CCOCC2)c(Br)c1)c1cccs1	0	0
O=c1cc2nn[nH]n2nc1-c1ccccc1	2	.
Cc1cccc(-c2nccc(C3CCCN(C(=O)CC(C)C)C3)n2)c1 (configuration not stated)	-4	9
CC(C)c1ccc(C2N3CC4(C)CN2CC(C)(C3)C4O)cc1 (configuration not stated)	-3&-4	3&-5
CC1(C)CC(CCN)(c2ccccc2)CCO1 (configuration not stated)	5	-2
COc1cccc(C2C(C#N)=C(N)Oc3c2oc(CO)cc3=O)c1 (configuration not stated)	-1	-3
COc1ccc(OC)c(CNC(=O)C2CCN(c3ccncc3)CC2)c1	-2	-7
CCc1ccc(CNC(=O)c2cc3c(=O)n(C)ccc3n2C)cc1	-9	-3
O=C(Nc1ccccc1Cl)c1ccc(F)c(S(=O)(=O)NCCc2ccccc2)c1	-10	-1
Cc1ccsc1C(=O)N1CC2CC(NC(=O)c3cccs3)C1C2 (configuration not stated)	-3	2
O=C(Nc1c2c(nn1-c1ccccc1)CSC2)C1CC1	-4	22
COc1ccccc1NC(=O)CSc1nc(-c2ccccc2)cn1-c1ccc(F)cc1	3	45
O=C(Cn1c(-c2ccccc2F)nc2ccccc2c1=O)Nc1ccc(F)cc1	-5	-4
CCC(=O)c1ccc(N2CCN(C(=O)c3cc(F)c(F)cc3C)CC2)c(F)c1	-4	3
CCOc1cccc2c(=O)c(C(=O)O)c[nH]c12	-4	-8
Cc1ccc(NC(=O)CN2C(=O)NC3(CCC(C)CC3)C2=O)cc1C (configuration not stated)	-4	0

# Retrieved by compound from above, 2 records:
Structure	Pf apPOL inh	mHTT-CaM PPI inh
COc1ccc(OC)c(CNC(=O)C2CCN(c3ccncc3)CC2)c1	-2	-7
CCc1ccc(CNC(=O)c2cc3c(=O)n(C)ccc3n2C)cc1	-9	-3

# Remaining list, next part.
Structure	Pf apPOL inh	mHTT-CaM PPI inh
COc1nccc(N2CCC(CC(=O)NCc3cc(F)ccc3F)CC2)n1	-4	-1
Cc1ccc(C(=O)N2CCC(n3c(-c4ccco4)nc4cccnc43)C2)cc1 (configuration not stated)	-2	14
CCOc1ccc(CNC(=O)c2cccc(C3CCCN(C(=O)NC(C)C)C3)c2)cc1 (configuration not stated)	-3	14
O=C(O)C(=O)NCC1COc2ccccc2O1 (configuration not stated)	6	-3
CC(C)NCC(O)COCCOc1ccc(Cl)cc1 (configuration not stated)	-4	5
CCN(CC)C(=O)CC[C@@H]1CC[C@]2(CCCN(Cc3nccs3)C2)O1	-9	-6
O=C(c1ccc(Br)cc1)N1CCN(c2ccc([N+](=O)[O-])c(N3CCCC3)c2)CC1	17	8
CC(C)C[C@@H]1COc2cc(Br)ccc2S(=O)(=O)N1Cc1cn(Cc2ccc(Br)cc2)nn1	-3	-4
N[C@H](C(=O)O)[C@H](O)C(=O)O	0	.
COc1ccc(C=C2Oc3cc(OC(=O)c4ccco4)ccc3C2=O)c(OC)c1	-3	34
Cc1nc(CCNC(=O)C2CCN(C(=O)Cc3ccccc3)CC2)cs1	-4	-9
CC(C)N(C)C1CCN(C(=O)Nc2ccc(Cl)c(Cl)c2)CC1	-12	-5
CC(Cn1nc(-c2ccco2)ccc1=O)C(=O)NCCc1csc(-c2ccccc2)n1 (configuration not stated)	-3	10
COc1cccc(OCC(=O)Nc2ccc(F)cc2)c1	-5	-20
CCCc1nnc(NC(=O)c2c(C)cc(C)cc2C)s1	-8	-7
Cc1ccc2nc(-c3ccccc3C)c(NC(=O)C(C)C)n2c1	3	0
COc1ccc(NC(=O)CCCc2ccccc2)c([N+](=O)[O-])c1	6	3
O=C(NCCC1CCCCN1S(=O)(=O)c1cccs1)c1ccc2nsnc2c1 (configuration not stated)	-3	-5
CCCCC[C@H](C)N1C[C@@H](COCc2ccccc2)Oc2cc(N3CCC[C@H]3C(N)=O)ccc2S1(=O)=O	-8	69*
COc1ccccc1C(=O)Nc1ccc(Cc2ccncc2)cc1	5	2
Brc1ccc(-c2csc(Nc3ncccn3)n2)cc1	-6	-1
Cc1ccc(NC(=O)C2CCCN(C(=O)c3cccc(Cl)c3)C2)cc1C (configuration not stated)	6	30
CCOc1ccc2nc(NC(=O)C(C)n3nc(-c4ccc(C)cc4)ccc3=O)sc2c1 (configuration not stated)	-10	-12
O=C(c1cc2sccc2n1Cc1ccccc1)N1CCOCC1	-2	1
O=C(NCc1ccccc1)NCC(O)c1ccc(C(F)(F)F)cc1 (configuration not stated)	-33	-10
CCCCOC(=O)Nc1ccc(S(=O)(=O)Nc2cccc([N+](=O)[O-])c2)cc1	-4	-1
O=C(NCCO)c1ccc(-c2nnc(N3CCOCC3)c3ccccc23)cc1	1	-3
COc1ccccc1-c1coc2c(CN3CCCC(C)C3)c(O)ccc2c1=O (configuration not stated)	-2	-4
O=[N+]([O-])c1ccc(C2=Nc3ccccc3N=C(c3ccccc3O)C2)cc1	3	3
COc1ccc(-n2ncc3c2CC(c2ccc(C)cc2)CC3=O)cc1 (configuration not stated)	-1	-7
Cc1ccc(-c2ccc(=O)n(CCCC(=O)N3CCc4ccccc43)n2)cc1	-7	-13
CCN(CC)Cc1c(O)ccc2c(=O)c(Oc3ccccc3OC)coc12	-4	1
CC(=O)N1CCSC1C(=O)NNC(=O)c1ccc2c(c1)OCO2 (configuration not stated)	4	.
O=C(Nc1ccc(F)cc1F)c1cccc(Oc2ncccn2)c1	1	-20
C=CCc1cc(C)ccc1OCCOCCN1CCN(C)CC1	0	-57
CN1c2ccccc2C(=O)NC12CCN(C(=O)c1cccc(Cl)c1)CC2	3	-20
O=C(Nc1c2c(nn1-c1ccc(Cl)cc1)CS(=O)(=O)C2)C1CC1	0	5
Cc1cc(C(=O)Nc2cc(-c3cccs3)nn2CCO)c(C)o1	-3	4
CCCC[C@H]1[C@@H]2C[C@H]([C@H]3CCCCN31)[C@H](OC(=O)Nc1ccc(Br)cc1)C2	5	-3
COCCN1CCn2c1nc(-c1ccccc1)cc2=O	0	-6
CCN1CCN(c2ccc(NC(=O)c3cccc(Cl)c3)cn2)C1=O	4	-8
Cc1ccccc1NC(=O)c1ccn2c(-c3cc(F)cc(F)c3)nnc2c1	-2	-1
CN1OCC(S(=O)(=O)NC2CCCCC2)C1c1ccccc1F (configuration not stated)	0	-2
Cc1oc2c3c(ccc2c(=O)c1-c1ccccc1)OCN(Cc1ccccn1)C3	-10	69*
COc1ccc(C(N)=O)cc1NC(=O)c1cccc(F)c1	-9	-5
Cc1ccc2nc(C(=O)N3CCN(c4cccc(C)c4C)CC3)cn2c1	-3	-11
CC(=O)c1cccc(NC(=O)CN2CCC(c3nc(-c4ccc(F)cc4)no3)CC2)c1	-2	-3
O=C(Cc1ccccc1)Nc1ccc(F)cc1	-16	-11
O=C(NC1CCCCC1)NC1CCN(c2ccccc2)C1=O (configuration not stated)	-1	-3
COc1ccccc1NC(=O)N1CCCN(C(=O)c2cccs2)CC1	0	.

# Structural class, those above containing two or more sulfur atoms.
Structure	Pf apPOL inh	mHTT-CaM PPI inh
O=C(Nc1ccc(S(=O)(=O)Nc2nccs2)cc1)c1cc2ccccc2c(=O)o1	-12	-3
CCCCSc1nnc2n(C)c(=O)c3sccc3n12	-1	-2
Cc1ccsc1C(=O)N1CC2CC(NC(=O)c3cccs3)C1C2 (configuration not stated)	-3	2
O=C(NCCC1CCCCN1S(=O)(=O)c1cccs1)c1ccc2nsnc2c1 (configuration not stated)	-3	-5

# Later entries.
Structure	Pf apPOL inh	mHTT-CaM PPI inh
O=C1OCCN=C(c2ccccc2)c2ccccc21	-1	.
Cc1cccc(C)c1OCCCN(C)C	2	-4
CCN(CC)CCNS(=O)(=O)c1cc(Br)cc2c1N(C(C)=O)C(C)C2 (configuration not stated)	-3	8
CC1CCN(C(=O)Cc2ccc(N)cc2)CC1	-2	4
COc1ccc(N2C(=O)C3C4c5ccccc5C(C(OC)OC)(c5ccccc54)C3C2=O)cc1 (configuration not stated)	0	11
O=C1CC(c2noc(C3(c4ccccc4)CC3)n2)CN1c1ccccc1 (configuration not stated)	5	0
COc1ccc(CCNC(=O)CSc2nnc3ccc(-c4ccccn4)nn23)cc1	-5	-13
Cc1ccc(N2CCC(C(=O)N3CCN(C)CC3)C2=O)cc1F (configuration not stated)	-1	-2
COc1ccc(/C=C/C(=O)Nc2c3c(nn2C(C)(C)C)CSC3)cc1OC	0	35
Cc1ccc(S(=O)(=O)N=C(Nc2ccc(O)c(C(=O)O)c2)c2ccc(Cl)cc2)cc1	-4	10
O=C1OC(c2cccc(Cl)c2)=N/C1=C\c1ccc(F)cc1	-1	4
CC(C)(C)c1ccc(C=C2Oc3cc(OCC#N)ccc3C2=O)cc1	-4	-2
COc1ccc(CN2CCN(C(=O)c3cccs3)CC2)cn1	2	6
Cc1ccc2c(c1Br)C(=Nc1ccc(C(N)=O)cc1)C(=O)N2	2	3
CN(CC(=O)NC1CCCC1)S(=O)(=O)c1ccc(Br)s1	-2	-3
Cn1cc(-c2ccncc2)cc1C(=O)NCc1ccc(F)cc1F	0	12
CCOc1ccc(CN2CCC(C(O)c3ccccn3)CC2)cc1 (configuration not stated)	-7	-1
CCN1CCn2cc(C(=O)NCc3ccccc3F)nc2C1	-3	16
Cc1ccccc1CC(=O)Nc1cnc(-c2ccccc2)nc1	-1	7
O=C1OC(Nc2ccc(F)c(F)c2)c2ccccc21 (configuration not stated)	-1	-1
Cc1ccccc1-n1nc2c(c1NC(=O)c1ccccc1I)CSC2	-8	19
O=C(c1ccccc1Cl)N1CCCN(C2CCN(Cc3ccc(F)cc3)C2=O)CC1 (configuration not stated)	-4	57*
Cc1cccc(NS(=O)(=O)c2cccc(C(=O)Nc3ccccc3C)c2)c1	-3	-1
COc1cc2c(cc1NC(C)=O)oc1ccccc12	-3	2
COc1cccc(OC)c1C(=O)N1CCN(Cc2ccccc2[N+](=O)[O-])CC1	1	4
COc1ccc(C2Cn3nc(-c4nc(C(C)(C)C)no4)cc3CO2)cc1 (configuration not stated)	-8	-3
COc1ccc(NC(=O)c2cn3c(n2)CCCC3)cc1F	-2	-10
